# High-throughput results (PubChem)
# OXTR potentiate = potentiates the human oxytocin receptor response | AID 2445 | P30559 | hit rate 0.061% among 320,000 | CHO-OTR cells, Fluo-8 calcium fluorescence, potentiator mode; 0% = oxytocin EC15, 100% = EC100 | activation, % at 3 µM;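 active means activation above that plate's cutoff, the mean activation of tested compounds plus 3 SD, cut at about 6.6% in these data, passing the limit was not always enough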;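 further: 100% uses oxytocin at 75 nM as the full agonist control; some results filed as inactive read as strong as hits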
# Target sequence (P30559 whole entry, looked up): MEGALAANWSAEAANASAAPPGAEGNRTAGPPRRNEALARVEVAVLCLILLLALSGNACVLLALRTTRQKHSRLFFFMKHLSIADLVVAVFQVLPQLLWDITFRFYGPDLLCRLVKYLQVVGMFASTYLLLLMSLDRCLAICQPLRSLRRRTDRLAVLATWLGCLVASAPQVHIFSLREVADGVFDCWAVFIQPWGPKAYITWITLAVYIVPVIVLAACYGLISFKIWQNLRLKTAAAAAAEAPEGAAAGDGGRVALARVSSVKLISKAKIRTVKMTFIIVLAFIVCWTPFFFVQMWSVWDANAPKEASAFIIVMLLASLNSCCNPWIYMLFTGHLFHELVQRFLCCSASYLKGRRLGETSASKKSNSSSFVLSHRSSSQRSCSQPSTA
#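 test system = CHO-OTR cells, human receptor | compound = single-point 3.0 µM | schedule = 6 min compound pre-incubation at room temperature, 100 s kinetic read | signal = Fluo-8 no-wash calcium dye fluorescence, excitation 470-495 nm, emission 515-575 nm | repeats = single well per compound, singlicate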
# TAAR1 ag = agonists of human TAAR1 | Q96RJ0 | CHO RD-HGA16 TAAR1, Fluo-8 calcium fluorescence; vehicle wells 0%, saturating PEA agonist 100% | activation, % at 3 µM | hit rate 0.99% among 360,000 | AID 624467;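 active means activation above the mean activation of all test compounds in the run plus 3 SD, cut at about 38% in these data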
# Target sequence (Q96RJ0 whole entry, looked up): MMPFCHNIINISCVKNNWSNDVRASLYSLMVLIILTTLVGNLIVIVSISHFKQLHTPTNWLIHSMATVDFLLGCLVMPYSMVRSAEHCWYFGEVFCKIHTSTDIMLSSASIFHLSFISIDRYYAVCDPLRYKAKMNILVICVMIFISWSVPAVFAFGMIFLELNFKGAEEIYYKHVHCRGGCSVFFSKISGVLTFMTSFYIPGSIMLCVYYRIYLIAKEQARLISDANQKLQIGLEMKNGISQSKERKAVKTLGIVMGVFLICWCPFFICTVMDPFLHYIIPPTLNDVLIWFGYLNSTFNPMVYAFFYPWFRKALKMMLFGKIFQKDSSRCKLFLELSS
#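 System: CHO-derived RD-HGA16 cells with stable Gα16 and human TAAR1 / Times: 17-24 h plating, Fluo-8 75 min 37 °C, 30 min RT / Technique: calcium-sensitive Fluo-8 signal, excitation 470-495, emission 515-575 nm / Measure: % activation relative to PEA EC100 response / Benchmarks: DMSO and PEA EC100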
# M1 ag = human M1 muscarinic receptor agonism | P11229 | CHO-K1 hM1, Fluo-8 calcium fluorescence, agonist mode; 0% DMSO, 100% acetylcholine EC100 | activation, % at 3 µM | hit rate 0.33% among 360,000 | AID 588814;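 active means activation above the run's mean compound activation plus 3 SD, cut at about 16% in these data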;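 further: peak over basal fluorescence ratio within a 140 s kinetic read after compound addition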
# TAAR1 antag = human TAAR1 antagonism; Q96RJ0; CHO RD-HGA16 TAAR1, Fluo-8 calcium fluorescence, antagonist; inhibition, % at 3 µM; hit rate 1.5% among 360,000;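 active means inhibition above a per-plate cutoff, the mean inhibition of test compounds on that plate plus 3 SD, cut at about 49% in these data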;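 further: 0% = DMSO plus EC80 beta-PEA response and 100% = DMSO alone without agonist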
#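 Assay system: RD-HGA16 CHO cells with stable hTAAR1 and Gα16 / Reagent: EC80 β-phenethylamine stimulus / Doses: 3 µM, single point / Timing: dye loading 75 min at 37 °C, then 30 min room temperature / Measured by: Fluo-8 intracellular calcium dye fluorescence, real-time kinetic reads / Controls: vehicle wells and EC80 agonist wells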
# V1R ag counter = activates human V1a receptor in oxytocin agonist counter-screen; CHO-V1R cells, Fluo-8 calcium fluorescence, agonist mode; 0% DMSO, 100% 3 nM vasopressin; activation, % at 3 µM; hit rate 0.25% among 320,000; AID 2797;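 active means activation above the mean activation of all tested compounds plus 3 SD, per screening run, cut at about 20% in these data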;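 further: signal is peak over basal fluorescence ratio across a 100 second FLIPR read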
# CHO parental Ca = signal in parental CHO cells, OX1R antagonist counter-screen | inhibition, % at 5.6 µM | parental CHO-K1, ATP-induced calcium, Fluo-8 fluorescence | hit rate 0.63% among 330,000;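 active means inhibition above that plate's mean sample inhibition plus 3 SD, cut at about 26% in these data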;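 further: 0% = ATP-challenged DMSO wells and 100% = DMSO wells without ATP; some compounds past the cut are filed as inactive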
#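 material = parental CHO cells | also added = ATP as calcium-mobilizing challenge | dosing = single point at 5.6 µM | detection = intracellular calcium via Fluo-8 no-wash fluorescent dye | read-out = % inhibition | benchmarks = low control ATP plus DMSO, high control DMSO only | repeats = one well per compound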
# M1 antag = human CHRM1 antagonism; CHO-K1 hM1, Fluo-8 calcium fluorescence, ACh EC80 antagonist; inhibition, % at 3 µM; hit rate 1.3% among 360,000;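 active means percent inhibition above its own plate's cutoff, namely the mean of that plate's compound wells plus 3 SD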;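 further: peak over basal fluorescence ratio during 140 s after agonist addition; 0% = ACh EC80 plus DMSO and 100% = DMSO alone without agonist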
# CHRM1 PAM = positive allosteric modulators of human M1 muscarinic receptor | hit rate 0.088% among 360,000 | CHO-K1 hM1, Fluo-8 calcium fluorescence, ACh EC20; 0% = ACh EC20, 100% = maximal ACh | P11229 | AID 588819 | activation, % at 3 µM; in the data active means activation above about 19%, passing the limit was not always enough
# OXTR agonist = agonists of human oxytocin receptor; hit rate 0.32% among 320,000; activation, % at 3 µM; P30559; CHO-OTR cells, Fluo-8 calcium fluorescence; normalized: DMSO 0%, oxytocin 100%;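 active means activation above the mean of all tested compounds plus 3 SD, cutoff set per screening run, cut at about 20% in these data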;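 further: peak over basal fluorescence ratio from a 100 s FLIPR kinetic read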
# An asterisk follows results filed as active; · = not tested or not shown. Random draw from the library; about 3.7% have a hit in one of these screens.
structure,OXTR potentiate,TAAR1 ag,M1 ag,TAAR1 antag,V1R ag counter,CHO parental Ca,M1 antag,CHRM1 PAM,OXTR agonist
COc1ccccc1CN(C)c1ccc(S(=O)(=O)N2CCN(C)CC2)cn1,-2.6,1.1,-5.9,-15.5,1.0,-19.2,-6.0,6.6,1.2
O=C(CCCC(=O)N(CC(=O)NC1CCCCC1)Cc1ccc2c(c1)OCO2)Nc1ccccn1,0.9,-4.0,-2.8,10.6,-0.6,-30.4,-8.0,7.2,-2.0
COC(=O)c1cc(S(=O)(=O)N2CCOCC2)ccc1Sc1ccccc1N,-4.7,2.5,3.9,2.7,3.6,-3.1,-6.3,20.4,5.1
COC(=O)c1ccccc1NC(=S)NC(=O)c1ccc2c(c1)OCO2,·,-1.6,-2.7,-2.2,·,·,-0.4,-0.1,·
O=C(N/N=C/c1ccccc1C(=O)O)C(=O)N1CCCCC1,-2.4,3.5,-6.1,-0.8,0.1,-5.1,-6.1,14.2,0.9
CCCSc1nnc(-c2ccccc2NC(=O)CC)c(=O)[nH]1,-7.9,0.6,-2.0,-10.2,-0.5,-15.7,2.4,5.5,1.5
COC(=O)c1cc2c(N)c(C(=O)c3ccc(Cl)cc3)sc2nc1C(OC)OC,1.2,-1.9,-3.7,1.1,-0.1,-21.8,25.1,-12.7,-0.2
CCC(=O)N=c1sc2ccccc2n1-c1ccccc1,-7.7,6.7,-11.3,11.9,-0.5,-7.0,-2.9,7.0,-2.1
CSCCC(NC(=O)c1ccco1)C(=O)N1CC(C)OC(C)C1 (configuration not stated),-0.2,14.6,-2.8,-12.1,0.1,-8.8,-12.9,8.3,0.2
CC(Sc1ccsc1[N+](=O)[O-])C(=O)N1CCN(c2ccccn2)CC1 (configuration not stated),-13.9,8.4,-8.5,17.7,-0.3,-5.8,2.5,-14.9,-0.6
N#C/C(=C\c1ccc(-c2ccc([N+](=O)[O-])cc2Br)o1)C(=O)N1CCN(c2ccccc2)CC1,0.0,3.5,-6.2,5.3,-0.1,-9.4,-2.9,7.2,0.0
CCOC(=O)c1[nH]c2ccc(OCC)cc2c1NC(=O)CN1CCN(c2ccccc2)CC1,-8.9,9.6,-4.8,5.4,-0.8,-23.8,-6.5,-7.0,0.4

# Profiles, quoted from the list:
# Shown for O=C(CCCC(=O)N(CC(=O)NC1CCCCC1)Cc1ccc2c(c1)OCO2)Nc1ccccn1 = OXTR potentiate: 0.9; TAAR1 ag: -4.0; M1 ag: -2.8; TAAR1 antag: 10.6; V1R ag counter: -0.6; CHO parental Ca: -30.4; M1 antag: -8.0; CHRM1 PAM: 7.2; OXTR agonist: -2.0
# Shown for COC(=O)c1cc(S(=O)(=O)N2CCOCC2)ccc1Sc1ccccc1N = OXTR potentiate: -4.7; TAAR1 ag: 2.5; M1 ag: 3.9; TAAR1 antag: 2.7; V1R ag counter: 3.6; CHO parental Ca: -3.1; M1 antag: -6.3; CHRM1 PAM: 20.4; OXTR agonist: 5.1

# Next section
structure,OXTR potentiate,TAAR1 ag,M1 ag,TAAR1 antag,V1R ag counter,CHO parental Ca,M1 antag,CHRM1 PAM,OXTR agonist
CC1Cn2c(nc3sc4c(c3c2=O)CC(C)(C)OC4)N1CCO (configuration not stated),·,2.8,-3.4,-8.4,·,·,-4.9,5.9,·
O=C(CCC(=O)OCC(=O)c1ccc(F)cc1)NC1CCCCC1,-9.0,4.8,-0.5,8.9,-0.4,-9.4,-20.5,1.0,-1.1
COc1ccc(NC(=O)C2Cc3c(-c4ccc(NC(C)=O)cc4)ccnc3O2)cc1OC (configuration not stated),·,3.1,0.7,-14.4,·,·,-17.4,11.8,·
COC(=O)c1ccc(N=C2S/C(=C\c3cc(C)n(-c4cccnc4)c3C)C(=O)N2C)cc1,-21.6,6.7,0.1,10.3,0.3,-9.1,19.6,-5.2,0.4
CCn1c2ccccc2c2nc3cc(OC)c(OC)cc3nc21,-9.6,10.9,-4.7,0.8,-1.1,-11.2,-8.1,10.7,-2.2
O=C(CN1C2CCCC1CC(NC(=O)c1ccccc1)C2)Nc1ccccc1 (configuration not stated),-13.4,0.0,-11.6,-28.4,-0.4,-23.0,-3.0,-0.2,-0.3
CCCc1cc(=O)oc2cc(C)cc(OC(C)C(=O)NCc3ccncc3)c12 (configuration not stated),-6.5,2.1,-3.5,-3.4,0.5,-29.1,0.0,0.3,-1.1
CN(CC(=O)Nc1ccc(Cl)cc1)CC(=O)Nc1cc(Cl)ccc1C#N,-11.3,4.0,3.9,6.1,3.8,2.7,-26.3,12.4,6.5
O=C(Nc1ccc2c(c1)OCO2)c1c(Cl)nc2sccn12,-0.1,3.9,-3.2,-8.0,-1.6,-31.0,-1.5,1.0,-2.7
COc1cccc(CN2CCN(Cc3nc4c(s3)CCCC4)CC2CCO)c1 (configuration not stated),-12.9,5.4,-10.9,3.6,4.7,-15.4,-2.9,6.4,2.8
COc1ccccc1C(=O)Nc1ccc(N2CCN(Cc3ccccc3)CC2)cc1,-15.5,-2.5,-5.1,-8.5,-0.7,-20.7,6.2,-5.5,-1.4
C[C@@H](C(=O)NCC1CC1)[C@H]1C[C@]1(C)[C@H](NC(=O)OCc1ccccc1)c1ccccc1,-16.7,4.4,-1.3,21.9,-0.6,-23.5,-6.2,6.4,-1.1
Cn1c(SCC(=O)Nc2cccc3ccccc23)nc(O)cc1=O,-6.1,4.4,-2.6,6.1,0.7,-12.0,-20.7,12.4,-0.1
O=C(CN1CCCCC1)Nc1scc2c1c(=O)oc1ccccc12,-7.6,5.4,-4.1,-11.1,-0.3,-19.3,2.9,-1.9,-1.0
COCCNC(=O)c1ccc(CSc2nc3ccccc3s2)cc1,-7.2,1.3,3.1,-2.8,5.3,-9.3,-10.8,8.1,4.7
O=C(Nc1ccccc1)C1CCCN(C(=O)c2ccc(Cl)cc2)C1 (configuration not stated),-8.7,4.5,-3.9,5.7,1.3,0.7,8.3,-6.7,0.1
COc1cc(OC)nc(Nc2nc(C(N)COCc3ccccc3)cs2)n1 (configuration not stated),·,24.0,9.7,16.1,·,·,-6.9,1.9,·
Cc1cccc(NC(c2ccc(C)s2)c2ccc3ccc(C)nc3c2O)n1 (configuration not stated),-7.8,-1.5,-8.7,0.6,0.2,-0.8,2.1,-5.5,-0.8
CCOc1ccc(CNC(=O)CCCOc2cc(=O)n(C)c3ccccc23)cc1,0.5,5.5,-2.5,-6.0,-1.5,-31.6,-16.7,12.6,-1.5
Cc1cccc(NS(=O)(=O)c2ccc3c(c2)Cc2cc(S(=O)(=O)Nc4cccc(C)c4C)ccc2-3)c1C,-4.1,0.6,-2.9,-16.0,0.5,0.3,1.6,2.0,0.1
COc1ccc(N2C(=O)CC(Sc3nc4ccccc4s3)C2=O)cc1OC (configuration not stated),-4.5,10.6,-2.2,22.7,2.4,-25.9,2.9,1.4,0.6
CC(O)(c1ccccc1)c1nc(-c2ccncc2)cs1 (configuration not stated),·,4.9,-1.1,-22.8,·,·,-2.1,-1.2,·
COc1cccc2cc(C(=O)N3CCN(c4ccc(C)cc4C)CC3)c(=O)oc12,-2.6,0.8,-3.7,-24.7,0.0,7.5,-8.2,6.9,-2.1
CC[C@H](C)[C@@H]1NC(=O)c2cc([N+](=O)[O-])cc(F)c2OCC[C@@H](C(N)=O)NC(=O)[C@H](CCCCN)NC1=O,-6.4,10.2,0.6,-3.8,0.7,10.4,-1.8,12.5,4.2
COc1cccc(-c2cc(C(=O)NCC3CCCO3)c3cc(Br)cc(C)c3n2)c1 (configuration not stated),-6.1,-0.8,-2.4,-5.9,0.5,-14.9,-11.2,7.2,-0.6
Cc1ccccc1-c1cc(C(=O)n2cccn2)c2cc(Cl)ccc2n1,-6.1,4.0,-2.2,4.4,0.0,0.3,2.3,1.1,-1.3
CCCC(=O)Nc1ccc(Cl)c(NC(=O)c2ccco2)c1,2.0,5.8,-0.9,-5.8,0.1,-14.9,-1.9,-6.5,0.6
O=C(Nc1ccc(N2CCN(C(=O)c3cccs3)CC2)cc1)c1cccnc1,-2.8,7.8,-13.3,2.9,-0.1,-2.7,-0.7,-8.8,0.2
Cc1n[nH]c(=O)c2c(NC(=O)CSc3ccc(F)cc3)oc(C)c12,3.1,0.4,-2.3,-10.0,0.0,-9.6,-3.4,1.1,-0.1
COc1ccccc1N1CN(Cc2ccccc2)CNC1=S,-2.3,0.2,-3.3,-12.1,-0.8,0.0,-18.6,3.4,0.2
Cc1c(C(=O)O)oc2ccc(S(=O)(=O)NC3CCCCCCC3)cc12,0.1,5.4,1.5,5.8,0.7,-3.5,8.5,-4.5,0.6
Nc1nc(=O)n(C2CC(O)C(CO)O2)cc1Cl (configuration not stated),·,0.2,0.8,-12.3,·,·,-6.3,4.9,·
CCOC(=O)c1cccc(NC(=O)CN(C)S(=O)(=O)c2cnc[nH]2)c1,-5.4,1.3,-2.7,-7.5,0.8,-7.6,0.2,1.3,0.8
CC(OC(=O)Cc1ccccc1[N+](=O)[O-])C(=O)Nc1ccc(Cl)cn1 (configuration not stated),1.7,2.3,-4.8,28.9,-0.8,-7.7,4.4,-0.9,-1.7
O=C(/C=C/c1ccc2c(c1)OCO2)NCCCN1CCOCC1,-7.7,3.8,-6.4,-0.2,0.7,10.2,3.6,-1.8,0.7
O=S(=O)(c1ccc2nc(N3CCN(c4ccccc4)CC3)ccc2c1)N1CCCCC1,-2.5,0.6,-1.9,-5.1,-0.4,9.3,1.3,5.9,0.5
CCN1CCc2c(OCC(=O)Nc3ccc4c(c3)OCCO4)cccc2C1=O,-17.0,·,·,·,-0.7,-4.8,·,·,-1.7
CC(=O)Nc1ccc(Oc2cnc3ccccc3n2)cc1,4.0,9.1,-1.0,2.5,0.7,-2.9,-6.2,-6.2,1.1
N#Cc1ccc(S(=O)(=O)N2CCN(C(=O)c3cn(-c4ccccc4)nc3-c3cccnc3)CC2)cc1,·,2.7,-0.5,1.4,·,·,-17.3,13.7,·
CC(C)(C)OC(=O)N1CCC(CNC(=O)c2cccs2)CC1,-11.7,1.2,-2.1,0.9,-1.9,-11.9,-11.3,4.6,-1.1
CCCCNC(=O)O[C@H]1C[C@@H]2CCN3C(=O)CCC[C@H]([C@H]1Cc1ccccc1)[C@H]23,-4.3,5.4,-4.7,0.6,-0.7,-11.3,10.8,-1.2,-0.3
O=c1oc(-c2ccccc2NS(=O)(=O)c2ccc3ccccc3c2)nc2ccccc12,-2.1,0.4,-2.7,33.0,1.5,-21.6,0.2,6.1,-0.2
